# VCAM1 TNFa inh: reduces TNF alpha induced VCAM1 expression in HUVEC; HUVEC TNFa-induced VCAM-1 immunofluorescence, high-content imaging; inhibition, % at 2 µM; 95,000 tested, 0.48% active; AID 802;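 active = inhibition above the batch mean plus 3 SD, with images confirmed as a hit by eye, cut at about 37% in these data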;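 note: 0% = TNF-stimulated DMSO wells and 100% = unstimulated control wells; not every result past the cut was called active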
# Fibroblast inh: blocks proliferation of human lung fibroblasts | LL 47 human lung fibroblast viability, ATP luminescence; stronger effect = lower value | viability, % at 10 µM | 85,000 tested, 1.1% active | AID 719;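 active = viability at or below 50% in the single dose screen; inactive = viability above 50%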;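 note: compound exposure lasted 72 h before the ATP readout; 100% = median luminescence of untreated cell-only wells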
#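 Signal: luminescent ATP detection, CellTiter-Glo; assay system: LL 47 human lung fibroblasts; input: 1,150 cells/well; incubation: overnight cell rest, 72 h compound treatment at 37 °C; measure: % viability versus median cells-only luminescence; medium: IMEM growth medium with 15% fetal bovine serum; dosing: compound addition at 0.1% DMSO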
# HUVEC tox IL1B: toxic to HUVEC cells under IL-1B stimulation | HUVEC cell count loss, Hoechst imaging, IL-1B stimulated | cell count reduction, % at 2 µM | 94,000 tested, 0.41% active | AID 845;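 active = cell count reduction more than 3 SD above the screen-wide mean, cut at about 70% in these data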;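 note: normalized per plate to untreated control cells as the no-loss baseline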
# cytoskel mod: alters cytoskeleton assembly in HUVEC cells. HUVEC TNFa F-actin phalloidin imaging, high content. inhibition, % at 2 µM. 91,000 tested, 0.18% active;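 active = inhibition above the batch mean plus 3 SD and confirmed as a hit by visual image inspection, cut at about 30% in these data, passing the limit was not always enough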; note: strong numbers were not always called active
# H69AR growth 86K: blocks growth of human H69AR lung tumor cells; 85,000 tested, 6% active; H69AR lung tumor viability, ATP luminescence, 72 h; stronger effect = lower value; AID 598; viability, % at 10 µM;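 active = viability at or below 40%; inactive = viability above 40%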;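 note: multidrug resistant small cell line overexpressing MRP-1 efflux transporter; 100% = mean luminescence of untreated control wells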
# Smad3 FoxH1 inh: inhibitors of human Smad3 transcription factor binding. inhibition, % at 25 µM. P84022. TR-FRET Smad3/Dy647-FoxH1 peptide binding, europium anti-His. 88,000 tested, 0.29% active;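 active = compounds that reduce the energy-transfer binding signal between the protein and its labelled peptide by more than half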;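 note: 0% = Smad3 plus labelled peptide maximal FRET and 100% = peptide-only background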
# Pyk2 oligo antag: antagonists of human Pyk2 oligomerization; Q14289; Q293 cells, Pyk2 FERM NanoBiT luminescence; stronger effect = lower value; z-score (the deposit names both 25 µM and 10 µM); 99,000 tested, 0.83% active; AID 1347419;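 active = Z-score of -3 or lower, scaled per plate to the spread of control and sample wells; inactive = z-score above -3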;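 note: negative z-score means lost luminescence so less FERM oligomerization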
# Target sequence (Q14289 whole entry, looked up): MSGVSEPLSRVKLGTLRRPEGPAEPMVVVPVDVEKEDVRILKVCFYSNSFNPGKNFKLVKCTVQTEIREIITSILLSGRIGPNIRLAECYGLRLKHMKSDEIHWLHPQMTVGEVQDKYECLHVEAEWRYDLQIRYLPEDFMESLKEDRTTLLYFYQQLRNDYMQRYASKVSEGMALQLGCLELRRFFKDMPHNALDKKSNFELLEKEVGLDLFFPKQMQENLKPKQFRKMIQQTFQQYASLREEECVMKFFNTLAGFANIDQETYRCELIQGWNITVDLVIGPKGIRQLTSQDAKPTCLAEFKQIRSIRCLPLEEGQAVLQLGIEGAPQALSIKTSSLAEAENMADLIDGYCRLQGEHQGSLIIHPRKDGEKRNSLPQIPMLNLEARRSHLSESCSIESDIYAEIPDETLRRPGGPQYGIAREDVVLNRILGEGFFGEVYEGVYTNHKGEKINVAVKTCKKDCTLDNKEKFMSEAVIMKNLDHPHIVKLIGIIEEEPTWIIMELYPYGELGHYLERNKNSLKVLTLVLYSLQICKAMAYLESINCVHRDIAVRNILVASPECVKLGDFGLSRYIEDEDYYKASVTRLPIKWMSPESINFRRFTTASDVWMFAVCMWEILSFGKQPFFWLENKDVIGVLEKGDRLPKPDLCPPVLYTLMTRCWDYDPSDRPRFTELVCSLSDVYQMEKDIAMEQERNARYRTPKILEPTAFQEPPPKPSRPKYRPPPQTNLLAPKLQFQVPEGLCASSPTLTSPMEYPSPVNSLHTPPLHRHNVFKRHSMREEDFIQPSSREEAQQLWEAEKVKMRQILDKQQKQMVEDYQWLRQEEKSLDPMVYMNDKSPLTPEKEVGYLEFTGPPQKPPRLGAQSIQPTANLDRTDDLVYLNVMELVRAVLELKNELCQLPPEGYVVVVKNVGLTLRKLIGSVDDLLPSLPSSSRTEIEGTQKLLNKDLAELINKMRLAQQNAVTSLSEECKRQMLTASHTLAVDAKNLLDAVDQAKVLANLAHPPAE
# HUVEC tox TNFa: toxic to HUVEC cells under TNF alpha stimulation; HUVEC TNFalpha-stimulated, Hoechst cell count, imaging; cell count reduction, % at 2 µM; 93,000 tested, 0.17% active; AID 848;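 active = cell count reduction exceeding the screen mean by over 5 SD, scaled to untreated wells per plate, cut at about 78% in these data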;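 note: cells counted after 24 h of TNF alpha exposure following the 1 h pretreatment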
# HUVEC inhibit: human endothelial cell proliferation inhibition. 86,000 tested, 1.1% active. viability, % at 10 µM (by protocol). HUVEC proliferation, CellTiter-Glo luminescence, 72 h; stronger effect = lower value. AID 648;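 active = viability at or below 30%; inactive = viability above 30%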;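 note: 100% = median luminescence of DMSO-only cell control wells on each plate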
# Starred values were filed as active, the others as inactive; . = not tested or not shown; [ ] = dose if it differs, or a comment. A portion of the library; count on the stated rates, not on these rows.
SMILES,VCAM1 TNFa inh,Fibroblast inh,HUVEC tox IL1B,cytoskel mod,H69AR growth 86K,Smad3 FoxH1 inh,Pyk2 oligo antag,HUVEC tox TNFa,HUVEC inhibit
Oc1ccc(CN2CCc3ccccc3C2)c2cccnc12,4,13*,-112,18,38*,9,-0.36,-21,44
CCOc1ccc(N2C(=O)CC(/C=C3/N(C)c4ccccc4C3(C)C)C2=O)cc1 (stereo not drawn),-21,112,-27,-3,100,-16,.,-14,102
CCOc1ccccc1-n1c(SCC(=O)N(CC)CC)nnc1-c1ccccn1,11,98,20,16,90,1,0.15,-16,92
Cc1ccc(Oc2ccc(NC(=O)c3ccco3)cc2)cc1,.,98,.,.,97,12,-0.8,.,100
Cc1ccc(SCc2cc(=O)[nH]c(N3CCN(Cc4ccccc4)CC3)n2)cc1,-6,102,-28,7,84,1,0.71,4,87
COc1cccc(Nc2nc(-c3sc(NC(=O)CC(C)C)nc3C)cs2)c1,12,.,-5,-15,.,.,.,-12,.
CCc1ccc(C2CC(c3ccccc3Cl)Nc3nc(N)nn32)cc1 (stereo not drawn),.,90,.,.,83,2,.,.,110
O=C(O)c1ccccc1-c1ccccc1C(=O)NCCCO,20,93,6,-1,67,1,0.28,-13,96
CCOC(=O)C(C)n1cnc2c(nnn2Cc2ccc(C)cc2)c1=O (stereo not drawn),27,97,-10,-15,99,3[fluorescence artefact?],1.3,0,98
CCOc1cc(Br)ccc1S(=O)(=O)NCc1ccccc1,18,.,15,-1,.,.,0.1,-8,.
COCCOC(=O)c1c(C)nc(SCC(=O)Nc2ccc(C)cc2)c(C#N)c1-c1ccco1,.,88,.,.,53,0,-2.1,.,77
Cc1ccc(-n2c(=O)c(C#N)cc3c(=O)n4ccccc4nc32)cc1C,18,95,2,-16,75,6,0.96,9,91
Cc1ccc(-c2ncccc2OC(=O)C23CC4CC(CC(C4)C2)C3)cc1,10,.,-13,20,.,.,-0.43,1,.
O=C(O)c1ccc(NS(=O)(=O)c2cc(Cl)ccc2Cl)cc1,7,93,-8,-16,103,3,0.55,5,81
Cc1nn(C)c(C)c1S(=O)(=O)NC1CCCC1,4,100,-4,-13,83,0[fluorescence artefact?],-0.01,-5,96
CCCn1nnc(NC(=O)C(C)Oc2ccc(Cl)cc2Cl)n1 (stereo not drawn),10,101,-22,-5,96,7[fluorescence artefact?],0.28,0,100
Cc1cc(N2C(=O)CCC2=O)ccc1NC(=O)c1cccs1,-10,102,-27,9,93,-5,-0.33,-21,105
Cc1sc2ncn(CC(=O)OCC(=O)NC(C)(C)C)c(=O)c2c1C,-1,100,5,11,90,-1,0.77,-4,96
CCCSc1nc(N2CCOCC2)c2c(c1C#N)CC(C)(C)SC2,-15,91,-192,5,55,6,-0.6,-25,89
CCOc1ccc(C(=O)COc2ccc(NC(C)=O)cc2)cc1,4,97,2,10,88,9,0.37,-2,85
Cc1ccc(-c2nc(NCCN3CCOCC3)c3ccccc3n2)cc1,26,84,2,-8,45,12,-0.58,4,77
Cc1cc(C(F)(F)F)n(-c2nc(C(=O)N/N=C/c3ccc(F)cc3)cs2)n1,-3,.,11,18,.,.,-0.73,-6,.
COc1ccc(S(=O)(=O)N(C)c2ccc(C(N)=O)cc2)cc1,-14,97,2,-6,91,3,-0.51,-19,96
CC(=O)Nc1ccc(C(=O)N/N=C/c2ccccc2OC(=O)c2ccc(Cl)cc2)cc1,12,.,-19,14,.,.,-0.79,1,.
CCOC(=O)N1CCN(C(=O)CSc2nc3c([nH]c4ccccc43)c(=O)n2C)CC1,18,91,6,8,88,0[fluorescence artefact?],.,-21,70
CCOC(=O)N1CCN(C(=O)CCSc2ccccc2)CC1,12,106,-48,15,96,3,-0.18,-12,99
Cc1nn(C(=O)N2CCCCC2)c(C)c1CN1C(=O)c2ccccc2C1=O,.,98,-11,.,114,1,0.82,.,100
CCC(C)N1C(=O)CCC1C(=O)O (stereo not drawn),-3,100,.,-14,101,-1,-0.11,5,102
Nc1nc(SCC(=O)N2CCCC2)[nH]c(=O)c1NC(=O)c1ccco1,0,96,0,1,87,-6,.,-16,96
CC(C(=O)N1CCc2ccccc21)n1cccc1 (stereo not drawn),10,96,14,-12,102,-9,-0.17,-11,95
Cc1ccc(S(=O)(=O)N(C)CC(=O)Nc2cccc3c2CCCC3)cc1,-11,.,7,6,.,.,-0.23,17,.
CCN1CCN(C2=NC(=O)/C(=C/c3ccc(C)o3)S2)CC1,-3,.,12,-19,.,.,0.4,-2,.
O=C(Cn1nc(-c2ccc(Cl)cc2)ccc1=O)N1CCN(c2ccccc2)CC1,6,.,29,16,.,.,.,-31,.
CSc1ccc(C2NC(=O)c3c(sc4c3CCN(C)C4)N2)cc1 (stereo not drawn),5,94,23,16,66,-6[fluorescence artefact?],.,-2,91
CNCCCOc1ccc(C)cc1Br,9,99,-52,0,88,-2[fluorescence artefact?],-0.39,0,88
Cc1cc(=O)[nH]c(SCCOc2ccc3c(c2)CCC3)n1,.,92,-12,.,98,-8,0.08,.,77

# Reprinted at random: 4 records from the list.
SMILES,VCAM1 TNFa inh,Fibroblast inh,HUVEC tox IL1B,cytoskel mod,H69AR growth 86K,Smad3 FoxH1 inh,Pyk2 oligo antag,HUVEC tox TNFa,HUVEC inhibit
Nc1nc(SCC(=O)N2CCCC2)[nH]c(=O)c1NC(=O)c1ccco1,0,96,0,1,87,-6,.,-16,96
CNCCCOc1ccc(C)cc1Br,9,99,-52,0,88,-2[fluorescence artefact?],-0.39,0,88
CCOC(=O)N1CCN(C(=O)CCSc2ccccc2)CC1,12,106,-48,15,96,3,-0.18,-12,99
O=C(Cn1nc(-c2ccc(Cl)cc2)ccc1=O)N1CCN(c2ccccc2)CC1,6,.,29,16,.,.,.,-31,.

# (further entries)
SMILES,VCAM1 TNFa inh,Fibroblast inh,HUVEC tox IL1B,cytoskel mod,H69AR growth 86K,Smad3 FoxH1 inh,Pyk2 oligo antag,HUVEC tox TNFa,HUVEC inhibit
Cc1[nH]c2ccccc2c1C(c1ccccn1)N1CCC(C(N)=O)CC1 (stereo not drawn),30,87,-29,11,67,4,1.8,49,94
C=CCc1c(C)nc(C)nc1N/N=C/c1ccc(F)cc1,-5,98,3,4,76,18,-0.44,-25,115
O=c1c2c(-c3cccs3)csc2[nH]c(=S)n1-c1ccccc1,-5,98,-6,6,54,-25[fluorescence artefact?],-0.34,-2,80
COc1ccc(C(=S)N2CCCCCC2)cc1,-16,91,-7,16,93,7,-0.26,-12,99
Cc1ccc2occ(C(c3nnnn3Cc3ccccc3)N3CCOCC3)c(=O)c2c1 (stereo not drawn),1,88,-1,4,83,-4,-0.66,-11,94
CCCCOc1nc2ccccc2nc1C(C#N)S(=O)(=O)c1ccccc1 (stereo not drawn),-1,93,28,-17,88,1,-0.72,2,75
COc1ccc(N=CC2=C(O)c3ccccc3C2=O)c(OC)c1,12,79,-10,4,66,1,-1.4,-42,72
N#Cc1c2c(c(NCc3ccco3)n3c1nc1ccccc13)CCC2,52,83,-7,-5,53,9[fluorescence artefact?],1.1,84*,85
Cc1ccc(C(=O)COC(=O)CCc2nc3ccccc3[nH]c2=O)cc1C,-24,.,9,-6,.,.,-0.52,-45,.
Cc1cc2nc(C(F)(F)F)[nH]c(=O)n2n1,.,.,.,.,105,-7,-0.38,.,97
O=C(O)c1cccc(Cn2cc(Cl)cn2)c1,-5,90,-17,-50,97,6,-0.2,-6,89
COC(=O)c1cc(OC)c(OC)cc1NC(=S)N1CCN(c2ccccc2)CC1,8,.,-15,13,.,.,0.04,-19,.
Cc1ccc2cc(C(c3nnnn3Cc3ccccc3)N3CCc4ccccc43)c(=O)[nH]c2c1 (stereo not drawn),19,98,4,5,71,5,0.94,-28,95
CN1/C(=C/C=C(/C#N)C(N)=O)C(C)(C)c2ccccc21,-6,.,28,-33,.,.,-0.88,-5,.
CC1=NN(/C(=N\c2nnc(C)s2)Nc2ccccc2)[C@H](c2cccc3ccccc23)S1,17,88,-13,12,41,-12,-1.4,-13,84
Cc1ccc(NCC(=O)N/N=C\c2ccc([N+](=O)[O-])o2)cc1,0,.,-39,4,.,.,0.28,-3,.
C=CCNc1oc(-c2cccs2)nc1C#N,28,86,11,1,108,21,-0.29,-18,99
COC(=O)c1oc2ccc(Cl)cc2c1NC(C)=O,10,98,-15,20,90,0,-0.35,-27,93
COc1ccc(-c2nnc(SCC(=O)c3cccs3)o2)c(OC)c1,-10,92,29,-3,67,4,-0.24,8,90
CCOc1ccccc1NC(=O)Cn1nnc(C(=O)Nc2ccccc2Cl)c1N,1,92,-21,26,81,-5,0.07,-13,86
COc1ccc(CCNc2ccc(C)cc2)cc1,11,101,0,3,100,9,-0.2,-4,101
COc1ccc(-c2nc(C#N)c(NC(C)C)o2)cc1,-48,116,-11,16,99,-15[fluorescence artefact?],-1.1,-44,117
Cc1cccc(C)c1NC(=O)C(c1ccc(Cl)cc1Cl)N1CCCCC1 (stereo not drawn),-2,.,-21,-3,.,.,-1,-2,.
CCCCCCn1c(SCC(=O)Nc2cc(C)on2)nc2ccccc2c1=O,-11,64,-29,-4,7.0*,13[fluorescence artefact?],0.46,1,60
CCOc1cccc(-c2nnc3n2N=C(c2cc(OC)ccc2OC)CS3)c1,.,60,.,.,21*,1,-0.85,.,56
CCOc1cc(NS(=O)(=O)c2ccc(OC)cc2)c(OCC)cc1NC(=O)c1ccco1,-16,.,-11,-2,90,7,-1.7,-11,105
O=C(c1nc(-c2ccccc2)n(-c2ccccc2)n1)N1CCN(S(=O)(=O)c2ccccc2)CC1,.,98,.,.,85,-1,-0.69,.,93
CCOC(=O)C1CCCN(c2c(NCCN3CCCCC3C)c(=O)c2=O)C1 (stereo not drawn),8,104,-20,3,100,1,.,3,100
COc1ccccc1OCCNC(=O)c1cccs1,6,84,-22,-10,83,-5,-0.17,3,82
Cc1c(NC2=NC(C)(C)Cc3ccccc32)c(=O)n(-c2ccccc2)n1C,7,104,-23,0,94,5[fluorescence artefact?],0.98,.,95
N/C(=N\OC(=O)c1ccc(Cl)cc1)c1ccccn1,3,.,-28,9,.,.,-0.25,-9,.
CC1(C)CC(=O)C2=C(C1)N(Cc1ccc(F)cc1)C(=O)C2(NC(=O)c1cccnc1)C(F)(F)F (stereo not drawn),-23,93,-1,9,94,-2,-0.23,-20,107
CCOC(=O)N1CCN(S(=O)(=O)c2ccc(C(=O)Nc3nc4c(s3)CC(C)CC4)cc2)CC1 (stereo not drawn),-8,7.7*,14,15,7.5*,-8,0.56,-7,17*
O=C(Nc1cnc2ccccc2c1)c1ccncc1,7,97,9,-6,90,3,.,9,90
COc1ccc(CNC(=O)COC(=O)c2cccnc2Nc2cccc(C(F)(F)F)c2)cc1,0,.,-2,14,.,.,1.5,-16,.
O=C(c1ccco1)N1CCN(C(=O)C2CCN(S(=O)(=O)c3cccc4nsnc34)CC2)CC1,11,101,-45,8,70,4,0.85,6,103
COC(=O)c1sccc1NC(=O)c1c(C)cc(=O)oc1C,22,101,-16,3,101,4,-0.1,-15,91
CCOCCCNC(=O)c1ccc(CS(=O)(=O)Cc2ccccc2F)o1,10,108,9,-7,102,9,0.3,-2,101
COc1ccc(CCNC(=O)CSc2nnc(-c3ccccc3)o2)cc1OC,.,93,.,.,102,11,0.64,.,103
CCOc1cc(CO)cc(Br)c1OCC(=O)O,23,106,-47,-2,107,-18,0.73,-9,98
CC1CCN(c2ccc(NC(=O)c3cccnc3)cc2)CC1,-17,109,-44,1,62,-10,0.02,18,111

# Compound activity: PubChem BioAssay, several laboratories
